TR SRC2 fluor cs: alters Texas Red total fluorescence, flagging assay interference | TRb/SRC2 Texas Red total fluorescence interference | Potency, µM (top dose mostly 106 µM), inactives show at the highest dose fluorescence change, negative = quenching | hit rate 0.29% among 280,000; active means well fitted curve in either direction with a large enough effect; inconclusive means small, poorly fitted or top-dose-only effect
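Human TRβ ligand-binding domain (0.6 uM) and Texas Red SRC2 peptide (20 nM) in Tris buffer with 1 uM T3 and 5% DMSO were incubated with pinned compound for 5 hr at ambient temperature. Total fluorescence was computed as S + 2P (555/632 nm).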
TRb-SRC2 inh: disrupts binding of human TR beta to SRC2. TRbeta-SRC2 peptide binding, fluorescence polarization; receptor liganded with 1 µM T3. Potency, µM (highest dose often 106 µM), for inactives: at the highest dose activity change, negative = inhibition, actives largely listed as inhibitors. hit rate 0.065% among 280,000. AID 1469;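 further: plate controls were bound peptide for no effect and peptide without receptor for full effect; nearly all actives have a fitted effect of over 50% in size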
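Human TRb ligand-binding domain (0.6 uM) is mixed with 20 nM Texas Red SRC2 peptide and 1 uM T3; after compound addition and 5 hr at ambient temperature, polarization is measured and normalized to unbound and bound controls.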
L3MBTL1 inh: blocks human L3MBTL1; hit rate 0.66% among 230,000; AlphaScreen L3MBTL1–H3K9me1 peptide binding; Potency, µM (top dose mostly 57.1 µM), for the others: top-dose activity, negative = inhibition, usual class: inhibitors; AID 485360; further: nearly all actives have a fitted effect of over 60% in size
Target sequence (Q9Y468 whole entry, looked up): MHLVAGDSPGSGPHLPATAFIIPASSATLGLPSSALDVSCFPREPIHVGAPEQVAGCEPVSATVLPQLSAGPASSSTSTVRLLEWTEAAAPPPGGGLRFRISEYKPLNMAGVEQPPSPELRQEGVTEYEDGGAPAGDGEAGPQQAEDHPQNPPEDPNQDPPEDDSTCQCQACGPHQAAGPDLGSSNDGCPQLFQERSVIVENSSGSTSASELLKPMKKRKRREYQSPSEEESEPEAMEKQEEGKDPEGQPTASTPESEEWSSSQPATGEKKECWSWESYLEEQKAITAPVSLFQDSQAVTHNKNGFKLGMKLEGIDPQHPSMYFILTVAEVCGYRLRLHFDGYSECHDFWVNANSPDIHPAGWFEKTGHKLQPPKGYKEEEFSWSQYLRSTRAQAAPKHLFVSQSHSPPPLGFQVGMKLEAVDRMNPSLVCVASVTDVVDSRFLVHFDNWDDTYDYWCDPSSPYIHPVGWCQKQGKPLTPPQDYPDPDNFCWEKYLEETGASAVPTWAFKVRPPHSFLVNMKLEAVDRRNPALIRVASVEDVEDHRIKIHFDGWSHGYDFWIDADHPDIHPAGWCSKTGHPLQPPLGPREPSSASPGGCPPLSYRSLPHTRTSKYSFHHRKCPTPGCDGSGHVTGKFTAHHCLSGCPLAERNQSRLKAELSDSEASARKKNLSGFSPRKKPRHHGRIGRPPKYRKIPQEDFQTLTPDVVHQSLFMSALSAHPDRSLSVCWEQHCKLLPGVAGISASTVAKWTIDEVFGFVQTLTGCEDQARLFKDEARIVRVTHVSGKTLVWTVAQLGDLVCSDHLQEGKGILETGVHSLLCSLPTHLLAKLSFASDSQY
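L3MBTL1 50 nM + b-AHA-H3(1-15)K9me1 75 nM, 30 min RT; compound added, 30 min RT; streptavidin donor/Ni-chelate acceptor beads 10 ug/mL each final, 30 min RT dark; AlphaScreen read.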
GAA inh: alpha-glucosidase (human) inhibition; P10253; purified human GAA, 4-MU-alpha-glucoside fluorescence; Potency, µM (doses to about 76.9 µM), for the others: at the top dose activity change, negative = inhibition, usual class: inhibitors; hit rate 0.005% among 200,000; AID 1466;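 further: plate controls were uninhibited enzyme wells for no effect and no-enzyme background for full effect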
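Read-out is 4-methylumbelliferone fluorescence (Ex 365/Em 440 nm) after NaOH/glycine stop at pH 10. Enzyme 4 nM, substrate 400 uM, pH 5.0 citrate buffer, 20 min room temperature; AC50 from Hill-equation concentration-response.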
RGS12 GoLoco inh: inhibitors of human Gai1-RGS12 GoLoco interaction (red fluorophore) | hit rate 0.44% among 230,000 | Gai1:RGS12 GoLoco peptide FP, rhodamine, 10 min | Potency, µM (titrated, usually from 61.6 µM), without a hit: at the highest dose activity, negative = inhibition, hits mostly inhibitors | P63096; active means well fitted inhibition curve with a large enough effect, not every such curve was filed as active; inactive means no such curve, though single readings can be large or run the other way; further: nearly all actives have a fitted effect of over 30% in size; many of its hits are not listed in these tables
GAA spleen mod: inhibitors or activators of human alpha-glucosidase in spleen homogenate | human spleen homogenate, 4-MU-alpha-glucoside fluorescence | Potency, µM (highest dose often 79.9 µM), inactives show top-dose activity change, negative = inhibition, most hits filed as inhibitors | hit rate 0.006% among 240,000;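 further: 0% = enzyme with vehicle and -100% = no enzyme basal signal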
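Human spleen homogenate (1 ug) with 4-methylumbelliferyl-alpha-D-glucopyranoside (1 mM final) in 50 mM citrate/phosphate pH 5.0, 0.01% Tween-20; 40 min at 37 C. Stopped at pH 10; 4-MU fluorescence Ex 365/Em 440 nm; AC50 by Hill fit.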
GAA glycogen mod: inhibitors or activators of human alpha-glucosidase glycogen cleavage; Potency, µM (top dose mostly 76.4 µM), for inactives: top-dose activity change, negative = inhibition, actives largely listed as inhibitors; hit rate 0.38% among 300,000; recombinant GAA, glycogen substrate, Amplex Red glucose oxidase fluorescence;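 further: 0% = full enzyme reaction and -100% = no-enzyme basal signal; the screen sought inhibitors and activators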
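Recombinant enzyme (4 nM final) with compounds titrated up to 77 uM and bovine liver glycogen (30 ug) in citrate pH 5.0, 0.01% Tween-20, 37 C 40 min. Released glucose detected by Amplex Red/glucose oxidase (Ex 573/Em 610); AC50 from Hill fits.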
RECQ1 helicase: inhibitors of human RECQ1 DNA helicase. hit rate 0.54% among 240,000. Potency, µM (series often up to 57.3 µM), inactives show at the top dose activity, negative = inhibition, usual class: inhibitors. RECQ1 DNA unwinding, red fluorescence kinetic read;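 further: plate controls were vehicle for no effect and no enzyme for full effect; nearly all actives have a fitted effect of over 30% in size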
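50 nM RECQ1T1 preincubated 15 min with compound in Tris pH 8.0 buffer with MgCl2, DTT, Tween-20 and 2.5 ug/ml poly(dI-dC); started with 200 nM TAMRA/BHQ-2 forked duplex and 2 mM ATP. Unwinding read as fluorescence (525/598 nm), two reads 2 h apart.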
Numbers without * were called inactive; i = inactive; ? = inconclusive; / = not tested or not shown; & = joins results of further samples; [ ] = dose if it differs, or a comment. Unless noted, the call rests on the fitted dose curve; in most records, active means well fitted curve in the direction sought with a large enough effect; inconclusive means small, poorly fitted or top-dose-only effect, or another doubt; inactive means no such curve, though single readings can be large; an effect the other way counts as inactive or inconclusive. Unless noted, on the % scale 0 is the no-effect control and ±100 the full control effect; potency means the concentration at half of the fitted maximal effect. This is a subset (hit frequency here may not be typical).

Preview (2 entries):
Molecule | GAA glycogen mod | TRb-SRC2 inh | TR SRC2 fluor cs | RGS12 GoLoco inh | GAA inh | GAA spleen mod | RECQ1 helicase | L3MBTL1 inh
Fc1ccc(CSc2ncnc3ccccc23)cc1 | 0% | -8% | -5% | 11% | 0% | -4% | i | 257%[activator]
O=c1cc(CCl)[nH]c2nc3ccccc3n12 | 3% | -2% | -3% | 3% | / | 7% | -3% | 9%

Results, from the start:
Molecule | GAA glycogen mod | TRb-SRC2 inh | TR SRC2 fluor cs | RGS12 GoLoco inh | GAA inh | GAA spleen mod | RECQ1 helicase | L3MBTL1 inh
Fc1ccc(CSc2ncnc3ccccc23)cc1 | 0% | -8% | -5% | 11% | 0% | -4% | i | 257%[activator]
O=c1cc(CCl)[nH]c2nc3ccccc3n12 | 3% | -2% | -3% | 3% | / | 7% | -3% | 9%
O=c1/c(=C/c2cccc3ccccc23)sc2ncnn12 | 6% | 9% | 1% | -102% | -2% | -2% | -4% | -1%
COc1ccc(Cn2c(=O)c3[nH]cnc3n(-c3ccccc3C)c2=O)cc1 | -1% | 1% | 1% | -9% | / | -3% | -16% | 10%
CCC(CC)c1nnc(NC(=O)c2cccc(S(=O)(=O)N3CCc4ccccc43)c2)s1 | 2% | 1% | -1% | 4% | 0% | -7% | -13% | -5%
Cc1ccc(C)c(Oc2ncnc(N)c2[N+](=O)[O-])c1 | -4% | -7% | 0% | -7% | 5% | -5% | i | 0%
CC(C)COC(=O)n1c(=O)oc2ccc(S(=O)(=O)N3CCCCC3)cc21 | -13% | -1% | 0% | 6% | / | 1% | i | /
CC(NC(=O)Cn1ccsc1=N)C12CC3CC(CC(C3)C1)C2 (centres undefined) | 9% | -9% | 0% | -5% | ? | 1% | -5% | -12%
O=C(C(=O)N1CCN(c2ccc(F)cc2)CC1)c1c[nH]c2ccccc12 | 0% | 2% | -2% | 3% | -2% | / | i | -4%
O=C(c1cccs1)N(Cc1nc2sc3c(c2c(=O)[nH]1)CCCC3)C1CCCC1 | -8% | 6% | 1% | 27% | 1% | -2% | -5% | /
CN(C(=O)C(Cl)Cl)c1ccc(OC(=O)c2ccco2)cc1 | 4% | -4% | 0% | -11% | -3%[15.4 µM] | -1% | -4% | -15%
CCN1C(=O)/C(=C/c2nc3ccccc3c(=O)n2-c2ccccc2)c2ccccc21 | 5% | -11% | -3% | 6% | -7% | -4% | -21% | -3%
COCCN1Cc2cccc(C(=O)Nc3c(C)cc(C)cc3C)c2C1=O | -3% | 3% | -1% | 7% | 0% | -3% | -3% | -9%
COC(=O)c1cc(C(=O)N2CCN(c3cccc(Cl)c3)CC2)cc([N+](=O)[O-])c1 | -1% | -3% | -1% | -2% | -4% | 4% | i | -27%
COC(=O)Cc1[nH]c(=S)[nH]c1C(=O)OC | -29% | 1% | -4% | -2% | / | 6% | -2% | 2%
CC(=O)/C(C[N+]1(C)CCCCC1)=N\O | -3% | -7% | 0% | 3.2µM* | 1% | -1% | -6% | 11%
N#C/C(=C/c1ccc(Br)s1)C(=O)NCCc1c[nH]c2ccccc12 | -7% | -8% | -1% | 5% | 1% | -13% | -7% | -19%
O=C(Nc1ccccc1)N(C1=NCCCCS1)c1ccccc1 | -5% | 6% | 1% | 8% | -6% | -3% | -4% | /
COc1ccc(NC(=O)c2ccc3c(=O)n(-c4ccc(OC)cc4OC)c(=S)[nH]c3c2)cc1 | 3% | 2% | -1% | 2% | 1% | 1% | -26% | /
Fc1cccc(F)c1-n1c(CN2CCCCC2)csc1=S | -11% | 1% | -1% | 6% | -7% | / | -4% | -6%
CCN1CCCC1CNC(=O)C(=O)NC(C)c1ccccc1 (centres undefined) | -5% | 1% | -3% | 3% | -9% | 9% | -9% | -2%
C=CCN1C=C2C(=O)C(C)(OC(=O)C3CCCC3)C(=O)C=C2C=C1c1ccsc1 (centres undefined) | -7% | 7%[11.2 µM] | -3%[11.2 µM] | 2%[14.2 µM] | / | 3%[17.4 µM] | -8%[11.5 µM] | /
Nc1nnc(SCC(=O)OCC(=O)Nc2ccccc2)s1 | 12% | 0% | -1% | -13% | -3% | -24% | -5% | 11%
COc1ccc2sc(C)nc2c1NC(C)=O | -5% | 3% | 3% | -2% | 5% | 3% | -1% | 5%
CCOC(=O)c1ccc(NC(=S)NCCc2ccccc2F)cc1 | -16% | 1% | 2% | 8% | ? | 4% | -10% | 8%
CCc1cccc(NC(=O)CSc2nc3c(c(=O)[nH]2)CCCC3)c1 | -7% | 0% | -4% | -4% | 0% | 4% | -2% | -5%
O=C(c1cn(-c2ccccc2)nc1-c1ccccc1)N1CCOCC1 | 0% | -3% | -1% | 9% | -1% | -1% | -2% | 2%
Cc1noc(C)c1S(=O)(=O)N1CCCC(C(=O)NCCC2=CCCCC2)C1 (centres undefined) | -5% | 1% | 3% | 50%[activator] | 5% | 3% | i | 2%
CC1CCc2c(C(=O)NCc3ccco3)csc2C1 (centres undefined) | 2% | -5% | -2% | 5% | / | 3% | i | /
C[C@H](CO)NC(=O)[C@@H]1C[C@H]1[C@@H](NP(=O)(c1ccccc1)c1ccccc1)c1ccccc1 | 3% | -10%&7% | -3%&-4% | 12%&5% | -7%[15.4 µM] | -4%&1% | -6%&0% | 5%

A run of entries from further up:
Molecule | GAA glycogen mod | TRb-SRC2 inh | TR SRC2 fluor cs | RGS12 GoLoco inh | GAA inh | GAA spleen mod | RECQ1 helicase | L3MBTL1 inh
Fc1ccc(CSc2ncnc3ccccc23)cc1 | 0% | -8% | -5% | 11% | 0% | -4% | i | 257%[activator]
O=c1cc(CCl)[nH]c2nc3ccccc3n12 | 3% | -2% | -3% | 3% | / | 7% | -3% | 9%
O=c1/c(=C/c2cccc3ccccc23)sc2ncnn12 | 6% | 9% | 1% | -102% | -2% | -2% | -4% | -1%
COc1ccc(Cn2c(=O)c3[nH]cnc3n(-c3ccccc3C)c2=O)cc1 | -1% | 1% | 1% | -9% | / | -3% | -16% | 10%
CCC(CC)c1nnc(NC(=O)c2cccc(S(=O)(=O)N3CCc4ccccc43)c2)s1 | 2% | 1% | -1% | 4% | 0% | -7% | -13% | -5%
Cc1ccc(C)c(Oc2ncnc(N)c2[N+](=O)[O-])c1 | -4% | -7% | 0% | -7% | 5% | -5% | i | 0%
CC(C)COC(=O)n1c(=O)oc2ccc(S(=O)(=O)N3CCCCC3)cc21 | -13% | -1% | 0% | 6% | / | 1% | i | /
CC(NC(=O)Cn1ccsc1=N)C12CC3CC(CC(C3)C1)C2 (centres undefined) | 9% | -9% | 0% | -5% | ? | 1% | -5% | -12%
O=C(C(=O)N1CCN(c2ccc(F)cc2)CC1)c1c[nH]c2ccccc12 | 0% | 2% | -2% | 3% | -2% | / | i | -4%
O=C(c1cccs1)N(Cc1nc2sc3c(c2c(=O)[nH]1)CCCC3)C1CCCC1 | -8% | 6% | 1% | 27% | 1% | -2% | -5% | /
CN(C(=O)C(Cl)Cl)c1ccc(OC(=O)c2ccco2)cc1 | 4% | -4% | 0% | -11% | -3%[15.4 µM] | -1% | -4% | -15%
CCN1C(=O)/C(=C/c2nc3ccccc3c(=O)n2-c2ccccc2)c2ccccc21 | 5% | -11% | -3% | 6% | -7% | -4% | -21% | -3%

Continued:
Molecule | GAA glycogen mod | TRb-SRC2 inh | TR SRC2 fluor cs | RGS12 GoLoco inh | GAA inh | GAA spleen mod | RECQ1 helicase | L3MBTL1 inh
CN(C)S(=O)(=O)c1ccc2c(c1)C(CC(=O)O)NC2=O (centres undefined) | -6% | 3% | -1% | 5% | -5% | -1% | i | 7%
NC(=O)c1ccc(N2CCN(c3ncc(C(F)(F)F)cc3Cl)CC2)cc1 | -4% | -4% | -2% | 46%[activator] | / | 3% | -10% | /
O=C(COC(=O)CCC1CCCC1)Nc1ccccc1OC(F)F | -8% | 7% | -1% | 3% | 1% | 1% | -19% | 33%[activator]
Cc1cc(C)cc(-n2c(SCC(=O)NCc3ccco3)nc3ccccc3c2=O)c1 | 0% | -6% | -3% | 6% | 4% | 2% | -14% | /
COc1ccc(-c2nnc(Sc3nc4ccccc4o3)c3ccccc23)cc1 | 1% | -8% | 0% | 9% | -15%[15.4 µM] | -4% | 1% | -1%
COc1ccc(N2CCN(C(=S)NC(C)c3ccccc3)CC2)cc1 (centres undefined) | -13% | 3% | 0% | -4% | -3% | / | -5% | -19%
COc1cc(OC)cc(C(=O)N2CCC(N3CCN(c4ccccc4OC)CC3)CC2)c1 | -9% | 7% | -1% | -13% | -1% | -6% | i | -3%
CC(C)(C)NC(=O)COC(=O)/C=C/c1ccc(F)cc1 | 10% | 6% | 6% | 0% | -1% | -3% | -10% | -11%
COc1cccc(NC(=O)CSc2nc3n[nH]c(C)c3c(=N)n2-c2cccc(OC)c2)c1 | -10% | 7% | -1% | 8% | ? | 1% | -1% | -15%
CCn1c(SCC(=O)Nc2cc(F)ccc2C)nnc1-c1ccccc1O | 5% | -1% | -3% | -10% | 3% | -1% | -2% | 2%
CCn1c(-c2ccncc2)n[nH]c1=S | -13% | -1% | -1% | 16% | -1% | -19% | i | 6%
C#CCCCO/N=C1/C[C@@H](O)[C@@H](O)[C@@H]2[C@@H]3C(=O)N(CC)C(=O)[C@H]3CC[C@@H]12 | / | -1%[11.2 µM] | 0%[11.2 µM] | / | / | -4%[17.4 µM] | 0%[11.5 µM] | /
CC(C)(C)c1cc(Br)c(O)c(N=Nc2ccc(S(=O)(=O)N3CCOCC3)cc2)c1 | 1% | 14% | -1% | 4% | -13% | 8% | -8% | -6%
CC(=O)/C=C/c1ccccc1O | ? | -1% | -4% | 2% | 2% | 7% | i | 8%
